# Source: PubChem BioAssay
# Vif inh – HIV Vif self-association inhibitors, primary screen, imaging, HEK293T, single point | actives 0.35% (n = 340,000) | AID 602346, 2012 | HEK293T cells, Vif self-association by quenched fluorescence, 24 h | inhibition, % at 7.49 µM; in the data active = inhibition above about 50%, passing the limit was not always enough; note: some results filed as inactive read as strong as hits
# PDI inh – inhibitors of human PDI, primary screen, biochemical, turbidity, single point, plate reader; actives 0.052% (n = 350,000); PDI insulin aggregation turbidity, A650, 90 min; Protein disulfide-isomerase (Homo sapiens), P07237; inhibition, % at 10 µM;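 active = mean inhibition across replicates of 30% or more, whatever share of single replicates reach that level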;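 note: absorbance from insulin aggregation driven by PDI reduction with DTT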
# Target sequence (P07237 whole entry, looked up): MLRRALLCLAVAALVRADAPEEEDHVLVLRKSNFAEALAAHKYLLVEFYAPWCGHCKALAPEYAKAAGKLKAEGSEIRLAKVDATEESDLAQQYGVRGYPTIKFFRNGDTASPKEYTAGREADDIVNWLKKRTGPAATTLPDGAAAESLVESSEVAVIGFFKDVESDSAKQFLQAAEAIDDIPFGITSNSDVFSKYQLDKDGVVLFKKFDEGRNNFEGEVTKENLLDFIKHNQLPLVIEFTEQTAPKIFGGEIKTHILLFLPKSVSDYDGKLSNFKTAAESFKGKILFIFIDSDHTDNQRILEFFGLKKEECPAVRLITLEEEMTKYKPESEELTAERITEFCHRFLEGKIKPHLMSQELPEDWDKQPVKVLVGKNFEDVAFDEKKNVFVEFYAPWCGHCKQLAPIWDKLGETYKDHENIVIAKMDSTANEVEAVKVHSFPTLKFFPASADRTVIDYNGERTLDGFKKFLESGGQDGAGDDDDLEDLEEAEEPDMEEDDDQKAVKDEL
# Exocytosis inh – LAMP-1 surface exposure blockers, TALL-104 cells – cell-based, flow cytometry, MLPCN library, primary screen; TALL-104 LAMP-1 surface exposure; cells stimulated with thapsigargin and PMA; inhibition, % at 10 µM; actives 0.66% (n = 360,000); AID 651702, 2012;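 active = inhibition above about 55%, limit read from the data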
# TRPM1 prom inh – inhibitors of MITF-dependent TRPM1 promoter reporter, primary screen, cell-based, SK-MEL-5, single point, luciferase; SK-MEL-5 TRPM1 promoter luciferase, 24 h; inhibition, % at 12.5 µM; actives 0.83% (n = 330,000);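 active = mean inhibition across replicates of 60% or more, whatever share of single replicates reaches that level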; note: values of inactives mirror those of a sister screen read the other way
# NR2E3 ag-1 – inhibitors of NR2E3-RetCOR corepressor binding, primary screen, NR2E3 agonist project, biochemical, TR-FRET, GST-NR2E3, biotin-RetCOR; inhibition of corepressor binding, % at 4.78 µM; 1536-well; actives 0.12% (n = 320,000); Photoreceptor-specific nuclear receptor (Homo sapiens), Q9Y5X4; AID 2300, 2010;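 active = percent inhibition above the cutoff of mean plus 3 SD of all tested compounds, set per screening campaign, cut at about 20% in these data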;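 note: 0% = DMSO wells and 100% = biotin wells as full block of FRET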
# Target sequence (Q9Y5X4 whole entry, looked up): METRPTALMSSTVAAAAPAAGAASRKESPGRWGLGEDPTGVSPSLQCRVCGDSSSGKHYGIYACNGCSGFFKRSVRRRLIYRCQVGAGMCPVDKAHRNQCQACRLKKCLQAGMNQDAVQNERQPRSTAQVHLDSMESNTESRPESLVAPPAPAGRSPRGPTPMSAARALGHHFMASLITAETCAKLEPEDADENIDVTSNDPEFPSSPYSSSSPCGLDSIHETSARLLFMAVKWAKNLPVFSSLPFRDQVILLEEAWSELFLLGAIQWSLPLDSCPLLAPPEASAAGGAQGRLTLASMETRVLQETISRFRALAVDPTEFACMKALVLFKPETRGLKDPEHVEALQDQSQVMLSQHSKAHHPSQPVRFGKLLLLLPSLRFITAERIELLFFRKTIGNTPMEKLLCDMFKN
#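 Material: NR2E3–RetCOR corepressor complex | Quantity: 1.35 nM GST-tagged NR2E3 final | Schedule: 5 h at 4 °C | Replication: Singlicate compound wells | Reagent: RetCOR corepressor, biotinylated, 7 nM | Controls: Biotin wells as high control, 0.6% DMSO wells as low control | Signal: TR-FRET, Eu(K)-anti-GST donor, streptavidin-D2 acceptor, ex 340, em 617/671 nm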
# NR2E3 ag-2 – NR2E3 agonists in two-hybrid cells, primary screen, cell-based, luminescence, CHO-S, Gal4-NCOR/VP16-NR2E3. Photoreceptor-specific nuclear receptor (Homo sapiens), Q9Y5X4. luciferase. inhibition of corepressor binding, % at 3.98 µM. actives 0.35% (n = 360,000). AID 602229, 2012;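 active = inhibition above the mean of all tested compounds plus 3 SD, cut at about 70% in these data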;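 note: 0% = DMSO with NR2E3 transfected cells and 100% = cells lacking NR2E3 construct; higher means lower luciferase signal from less NR2E3 corepressor binding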
# aDG glyco up – activators of alpha-DG glycosylation, primary screen, uHTS, Pro5-aDG cells, AlphaScreen; actives 0.22% (n = 360,000); alpha-DG glycosylation AlphaScreen (IIH6); 0% Pro5, 100% B10-LARGE cell signal; activation, % at 10 µM;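 active = activation of at least 8% versus controls, or a plate z-score of at least 8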;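 note: Pro5 are CHO cells carrying HIG-tagged alpha-DG that lacks glycosylation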
# CaV13 FRET inh – Primary screen for inhibitors of IQ motif and Ca2+-dependent inactivation inhibitor domain binding in CACNA1D, Förster resonance energy transfer in living cells, …; HEK cells, CFP/YFP FRET ICDI-IQ, plate reader, 10 min; percent FRET-ratio fall versus neutral wells; inhibition, % at 12.3 µM; actives 0.098% (n = 340,000);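 active = mean replicate inhibition of at least 30% and at least 1% of replicates passing that level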;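 note: 0% = median of the neutral control wells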
# HIF-2a inh – HIF-2a reporter inhibitors, primary screen, luminescence, 786-0 RCC cells. 786-0 RCC cells HIF-2a reporter, luciferase luminescence, overnight. actives 0.72% (n = 360,000). inhibition, % at 18.8 µM. AID 624352, 2012;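 active = inhibition of the luminescence signal of 40% or more relative to plate controls, in a single-dose primary screen at 18.75 µM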
# iPSC survival up – enhancers of single-cell hiPSC survival, primary screen, ATPlite luminescence | AID 602274, 2012 | 100% = ROCK inhibitor wells, 0% = DMSO | actives 0.044% (n = 360,000) | survival enhancement, % at 20 µM; in the data active = survival enhancement above about 18%;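 note: cells exposed to compounds for 16 hours before the ATP read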
# Peg3 prom inh – Peg3 promoter-driven luciferase inhibitors, primary screen, cell-based, HeLa, luciferase luminescence; HeLa PEG-Prom luciferase reporter, overnight; inhibition, % at 20 µM; actives 1.7% (n = 360,000); AID 588405, 2011;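 active = inhibition of at least 50% at 20 µM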
# An asterisk follows results filed as active; · = no result given.
SMILES,Vif inh,PDI inh,Exocytosis inh,TRPM1 prom inh,NR2E3 ag-1,NR2E3 ag-2,aDG glyco up,CaV13 FRET inh,HIF-2a inh,iPSC survival up,Peg3 prom inh
COc1ccc(Cl)cc1NC(=O)C(C)N(C)Cc1cccc(Cl)c1Cl (configuration not stated),0,1,7,-6,-1,4,0.3,-2,15,7.2,19
CC(C)(C)NC(=O)NC(=O)CN1CCCCCCC1,0,5,35,-5,4,3,0.0,-7,-1,0.2,-28
CCOc1ccccc1NC(=O)CCS(=O)(=O)c1cccs1,17,19,36,4,-3,2,-0.1,-3,-2,-0.2,-3
CNC(=S)N/N=C/c1cn(CCOc2ccccc2OC)c2ccccc12,7,9,7,8,1,3,0.8,-15,-23,0.1,3
O=S1(=O)CCN=C2SC3=C(CCCC3)N21,-2,6,-2,-12,5,2,-0.1,-9,7,-1.3,10
Cc1ccccc1N(C(=O)CCCC(=O)Nc1ccccn1)C(C(=O)NC1CCCC1)c1ccc(O)cc1 (configuration not stated),2,1,10,6,-3,-35,0.0,-8,16,-0.5,-7
CC1(C)C(=O)Nc2ccccc2N1C(=O)COc1ncnc2ccccc12,31,2,-2,-8,-3,-2,0.3,-4,8,-0.6,8
CC(=O)Nc1ccc(Br)c(Cl)c1,-3,-6,-6,-2,1,-7,-0.2,-5,0,1.0,1
O=C(Cn1ncn2c(cc3ccccc32)c1=O)NCCC1=CCCCC1,6,-3,-3,17,0,-1,0.0,-8,16,-1.9,16
CC(=O)c1cccc(S(=O)(=O)Nc2ccc3nc(C)sc3c2)c1,-4,5,-4,6,4,41,0.4,-2,12,0.6,23
O=C(c1ccc2nc[nH]c2c1)N1CCN(c2cccc(Cl)c2)CC1,-2,1,0,7,·,-4,0.3,-11,5,2.0,15
COC(=O)C1=C(C)NC(C)=C(C(=O)OC(C)C)C1c1cccc2nonc12 (configuration not stated),-3,1,6,8,2,-13,-0.2,-5,1,-0.2,8
O=C(COC(=O)c1ncc(Cl)c(Cl)c1Cl)NCc1ccccc1,-5,13,2,6,1,20,0.4,-5,16,-0.6,8
COc1ccc(-c2cn3nc(C)c(C)nc3n2)cc1OC,0,-2,-1,-91,-1,-38,-0.1,-8,-218,-0.4,-205
COC(C(=O)Nc1ccc(S(=O)(=O)Nc2cccc3ccccc23)cc1)c1ccccc1 (configuration not stated),-2,-8,0,11,1,8,0.0,-6,12,-0.2,26
COC(=O)[C@@]1(Cc2ccc(F)cc2)[C@H]2c3cc(C(=O)N(C)C)n(Cc4ccc(Cl)c(C(F)(F)F)c4)c3C[C@H]2CN1C(=O)c1ccccc1,·,·,-11,·,·,-3,0.3,-7,-4,-0.4,·
O=C(/C=C/c1ccc(O)c([N+](=O)[O-])c1)c1ccc2ccccc2c1,3,4,-4,9,1,-7,0.2,-4,-79,0.7,-45
CC(=O)N1CCc2cc(S(=O)(=O)NCC(=O)NCc3ccc(F)cc3)ccc21,7,-2,2,9,1,8,-0.1,-2,4,0.1,-2
O=C(Nc1ccc(N2CCOCC2)c(Cl)c1)c1ccccc1F,8,-3,2,-79,3,-115,-0.2,·,-378,-2.4,-344
CCOC(=O)C(C(C)C)C(N)Cc1ccc(F)cc1 (configuration not stated),-1,9,-3,-14,2,-43,0.0,-1,19,-1.5,6

# Structures listed so far with fluorine, in the order listed:
SMILES,Vif inh,PDI inh,Exocytosis inh,TRPM1 prom inh,NR2E3 ag-1,NR2E3 ag-2,aDG glyco up,CaV13 FRET inh,HIF-2a inh,iPSC survival up,Peg3 prom inh
COC(=O)[C@@]1(Cc2ccc(F)cc2)[C@H]2c3cc(C(=O)N(C)C)n(Cc4ccc(Cl)c(C(F)(F)F)c4)c3C[C@H]2CN1C(=O)c1ccccc1,·,·,-11,·,·,-3,0.3,-7,-4,-0.4,·
CC(=O)N1CCc2cc(S(=O)(=O)NCC(=O)NCc3ccc(F)cc3)ccc21,7,-2,2,9,1,8,-0.1,-2,4,0.1,-2
O=C(Nc1ccc(N2CCOCC2)c(Cl)c1)c1ccccc1F,8,-3,2,-79,3,-115,-0.2,·,-378,-2.4,-344
CCOC(=O)C(C(C)C)C(N)Cc1ccc(F)cc1 (configuration not stated),-1,9,-3,-14,2,-43,0.0,-1,19,-1.5,6

# (further entries)
SMILES,Vif inh,PDI inh,Exocytosis inh,TRPM1 prom inh,NR2E3 ag-1,NR2E3 ag-2,aDG glyco up,CaV13 FRET inh,HIF-2a inh,iPSC survival up,Peg3 prom inh
COc1cccc(NC(=O)C(Sc2nnc3ccccn23)c2ccccc2)c1 (configuration not stated),5,-9,-1,12,-3,-5,-0.2,-3,21,-1.5,11
Cc1sc(NC(=O)c2ccco2)c(C(c2ccc(F)cc2)N2CCN(C)CC2)c1C (configuration not stated),-5,11,6,-1,2,23,-0.1,·,-7,-0.4,0
COC(=O)[C@H]1[C@H](CCc2ccccc2)NC(=O)N(Cc2ccccc2)[C@@H]1C,-7,-1,0,5,2,22,1.4,-4,19,-1.9,9
COCc1nnc(NC(=O)c2ccc(NC(C)=O)cc2)s1,-10,-7,-1,-6,2,-18,0.1,-3,-1,2.1,-22
COc1cc(C(=O)N2CCC2(C)C(=O)NC(C)C)cc(OC)c1OC (configuration not stated),·,-2,-17,·,·,1,-0.3,-5,14,-2.0,4
N=c1c(C(=O)NC2CCCC2)cc2c(=O)n3ccccc3nc2n1CC1CCCO1 (configuration not stated),-55,6,10,-14,2,-12,0.1,11,7,-0.2,0
Cc1cc2ncn(S(=O)(=O)c3ccc(S(N)(=O)=O)cc3)c2cc1C,-5,0,-2,-11,·,8,-0.1,-2,7,0.2,10
CN(C)S(=O)(=O)c1cccc(NC(=O)c2ccc3c(c2)OCCO3)c1,-9,9,-6,-79,1,-82,-0.3,-6,-248,-0.3,-323
CCOC(=O)C1CCCN(c2nc3ccccc3nc2C(C#N)C(=O)OCCOC)C1 (configuration not stated),-7,16,-2,-7,-2,-4,0.2,-3,24,0.0,22
Cc1cccc2c1NC1(CCCC1)CC2C (configuration not stated),1,-1,-2,·,0,11,0.0,-3,17,0.3,17
COc1ccc(/C=N/NC(=O)C(=O)N2CCCC2)cc1,5,4,-1,-9,0,-8,-0.3,2,-53,-2.5,-24
CCN(CC)C(=O)Cn1c(=O)n(Cc2ccc(F)cc2)c(=O)c2sccc21,-6,3,-2,6,4,-11,-0.1,-5,17,-0.3,12
O=S(=O)(Nc1cc(Cl)ccc1-n1cncn1)c1ccccc1Cl,-9,5,-2,-9,1,-15,0.1,-2,9,0.1,11
CCc1[nH]nc2c1C(c1ccncc1)C(C#N)=C(N)O2 (configuration not stated),-2,5,-2,-7,0,-16,-0.2,-7,3,-0.8,19
C[C@H](CO)N1C[C@H](C)[C@@H](CN(C)C(=O)Nc2ccc(F)cc2)Oc2cc(Br)ccc2S1(=O)=O,0,-1,-6,·,·,28,0.2,-5,15,-1.2,13
Cc1ccc(CNC(=O)CCS(=O)(=O)c2ccc3nc(C)sc3c2)cc1,-4,·,15,·,3,5,-0.1,-6,12,3.2,20
COC(=O)c1cc(NC(=O)c2c(C)noc2C)ccc1N1CCOCC1,-5,6,2,6,2,18,0.0,·,14,-0.4,14
CCOC(=O)C1(CCCc2ccccc2)CCN(Cc2cn(CC)nc2C)CC1,2,12,4,18,1,0,0.7,-15,20,-2.4,23
COc1cc(OC)c(OC)cc1CNCc1ccc2c(c1)OCO2,5,-4,-4,5,4,-40,0.4,-22,16,-0.3,16
O=C1N/C(=N/N=C/c2ccco2)SC1Cc1ccccc1 (configuration not stated),-3,11,0,14,0,-15,-0.3,-4,13,0.2,11
CCCCNC(=O)Oc1ccc(C(=O)N2c3ccccc3NC(=O)C2C)cc1 (configuration not stated),-14,7,1,-4,0,-2,-0.2,-5,9,-0.4,1
Cc1cccc(NC(=S)N/N=C/c2ccc3c(c2)OCO3)c1,6,0,-4,4,-1,-32,2.0,-14,-158,-0.9,-156
Cc1cc(NC(=O)CSc2nnc(Cc3cccn3C)n2CCc2ccccc2)no1,-3,-1,2,-14,3,-19,0.1,-5,-1,0.3,7
O=C(c1ccccc1)c1ccc(OCCn2cnc3ccccc3c2=O)cc1,2,12,-4,7,3,-26,0.2,-3,-31,5.7,-13
CCn1c(N2CCN(C(=S)NCCc3ccccc3)CC2)nc2ccccc21,7,-2,4,-6,0,-1,0.9,·,2,2.2,13
Cn1c(SCC(=O)NCCc2ccccc2)nnc1-c1ccncc1,1,0,-8,0,-3,-32,-0.1,-4,6,-3.4,-8
O=C(CCN1CCN(c2ccccc2)CC1)c1ccc(Br)cc1,12,-10,56*,5,-1,-14,0.5,-3,10,-0.4,6
O=C(/C=C/c1ccccc1)Nn1c(-c2cccs2)nc2ccccc2c1=O,-7,0,2,-8,3,15,-0.3,-20,-17,-4.0,-4
O=C(O)c1cccc2cccnc12,16,-3,-1,9,-2,-5,0.1,·,13,-0.3,12
COc1ccc(OC)c(/C=N/NC(=O)CNC(=O)c2cccc3ccccc23)c1,-12,-9,-2,8,-2,-31,-0.4,-5,4,-0.3,10
CC(=O)c1ccc(S(=O)(=O)N2CCCCC2C(=O)O)cc1 (configuration not stated),8,-6,-1,-3,-3,15,0.1,-1,21,-0.2,2
COc1cc(/C=N/NC(=O)/C(=C/c2ccccc2)CCO)ccc1O,-13,4,12,1,-2,-1,0.0,-5,2,5.2,-10
Cc1nc(-c2ccc(F)cc2)c(CC(=O)N2CCN(S(=O)(=O)c3ccc(F)cc3)CC2)s1,·,-4,-4,5,4,-1,0.5,-5,13,-0.5,9
COC(=O)C1=C(C)NC(=O)C1(NS(=O)(=O)c1ccc(NC(C)=O)cc1)C(F)(F)F (configuration not stated),13,9,0,5,3,-16,0.0,-9,1,0.5,1
Cc1ccc(S(=O)(=O)N(C)C)cc1NC(=O)COC(=O)C1COc2ccccc2O1 (configuration not stated),-13,3,-1,4,0,-16,-0.4,-4,4,-0.3,16
C[C@H](NC(=O)c1[nH]cnc1C(=O)Nc1ccc(Cl)cc1)C(=O)OC(C)(C)C,-8,-4,3,2,-1,-30,0.5,·,-10,2.4,21
CCN1C(=O)[C@H]2[C@@H](c3ccc(C)cc3)N3C(=O)N(c4cccc(Cl)c4)C(=O)[C@@]3(CC)[C@H]2C1=O,-5,5,-13,-6,-3,2,0.3,-6,10,0.8,-9
CC(C)(NO)/C(=N\O)c1ccc(Cl)cc1,10,-1,-4,4,0,3,-0.4,-5,10,4.9,4
